Screening results (PubChem BioAssay)
TRPC6 activator = activators of mouse TRPC6 channel | AID 2550 | B-score at 10 µM | HEK293-TRPC6 membrane potential dye fluorescence; hits give high values | Q61143 | 0.13% of 310,000 active;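 active means B-score of the integrated fluorescence ratio above library mean plus 3 SD, and starting fluorescence ratio within library mean plus 5 SD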;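 further: higher score means more depolarization so channel activation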
HIF activator = HIF pathway transcriptional activation; U2OS HRE-luciferase reporter, luminescence; normalized: DMSO 0%, desferrioxamine 100%; activation, % at 7.5 µM (by protocol); 0.32% of 300,000 active; AID 1910;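 active means mean activation of at least 10% of the iron chelator positive control signal, with at least half of replicates also reaching 10%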
RGS4 pot = RGS4 potentiation or activation; HEK293 M3R/inducible RGS4, carbachol calcium flux Fluo4; hits give low values; B-score at 10 µM; 0.92% of 310,000 active; AID 463111;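 active means B-score of the integrated calcium signal more than 4 SD below the library mean, with starting fluorescence not abnormally high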;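 further: negative B-score means reduced calcium response which marks RGS4 activation or potentiation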
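Reagent: ECmax carbachol challenge; Test system: M3R-expressing HEK293 line, RGS4 induced by doxycycline; Schedule: overnight RGS4 induction, 30 min dye load 37 °C, 20 min compound RT; Detection: calcium dye Fluo4 fluorescence; Read-out: Agonist-evoked peak-minus-minimum fluorescence over baseline, integrated ratio, B score.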
MrgX1 agonist = human MrgX1 receptor agonism, primary screen; MrgX1-HEK293 cells, Fluo-4 calcium fluorescence, agonist mode; hits give high values; B-score at 10 µM; 0.44% of 310,000 active; AID 588627;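 active means calcium response B-score plate-corrected fluorescence ratio at least 3 library SD, with starting fluorescence B-score inside 5 SD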
Target sequence (Q96LB2 whole entry, looked up): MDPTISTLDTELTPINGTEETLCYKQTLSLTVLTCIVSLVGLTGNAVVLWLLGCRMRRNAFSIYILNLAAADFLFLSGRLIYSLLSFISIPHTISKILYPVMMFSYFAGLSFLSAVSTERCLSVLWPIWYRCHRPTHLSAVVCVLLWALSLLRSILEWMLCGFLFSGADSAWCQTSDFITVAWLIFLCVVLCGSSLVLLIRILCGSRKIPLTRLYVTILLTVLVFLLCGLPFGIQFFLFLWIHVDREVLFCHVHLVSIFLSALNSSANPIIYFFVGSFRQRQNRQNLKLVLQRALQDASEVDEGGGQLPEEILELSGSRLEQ
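times = overnight plating, then 30 min 37 °C plus 30 min room-temperature dye loading | assay system = stable human MrgX1 HEK293 cell line | input = fifteen thousand cells per well | signal = kinetic calcium dye fluorescence, Fluo-4 NW | dosing = compound delivered in addition one of three | read-out = B-scored fluorescence response ratio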
SKKanGAS inh = SKKanGAS growth inhibition | S. pyogenes SKKanGAS, kanamycin growth, BacTiter-Glo, 6 h | inhibition, % at 7.5 µM | 1.3% of 300,000 active | AID 1662;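 active means mean replicate score, as percent of positive control median, at least 50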;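 further: strain carries kanamycin resistance gene driven by streptokinase promoter and grows in 40 µg/ml kanamycin; loss of luminescence reflects streptokinase promoter inhibition or plain growth inhibition; 0% = median of DMSO wells and 100% = positive control at its reference dose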
RGS4 block = inhibitors of human RGS4 | HEK293 M3R/RGS4 inducible, Fluo-4 calcium flux; hits give high values; triggered by carbachol at its EC20 | P49798 | B-score at 10 µM | 0.45% of 310,000 active;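 active means B-score, a plate-corrected calcium signal, over three deviations above library mean, with baseline fluorescence within five deviations of library mean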;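 further: RGS4 expression induced by doxycycline in cells with stable M3 receptor; B-score is computed from the integrated fluorescence ratio over baseline after carbachol; higher B-score means a larger calcium signal and so more RGS4 inhibition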
Target sequence (P49798 whole entry, looked up): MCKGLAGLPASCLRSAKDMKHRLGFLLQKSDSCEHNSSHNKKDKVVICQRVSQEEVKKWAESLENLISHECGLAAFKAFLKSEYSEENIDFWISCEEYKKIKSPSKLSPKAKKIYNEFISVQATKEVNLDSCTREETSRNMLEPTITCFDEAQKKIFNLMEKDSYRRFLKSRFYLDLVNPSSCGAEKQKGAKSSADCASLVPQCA
MrgX1 antag = blocks BAM8-22 activation of human MrgX1 receptor | Q96LB2 | MRGX1-HEK293 calcium flux, Fluo-4, BAM8-22 antagonism; hits give low values | B-score at 10 µM | 1.3% of 310,000 active;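 active means calcium-response B-score plate-corrected more than 3 library SD below zero, starting fluorescence within 5 deviations, no agonist response on first addition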;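 further: peak minus trough fluorescence over baseline after final BAM8-22 challenge near maximal dose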
TRPC4 inh = TRPC4 (mouse) channel inhibition | HEK293 TRPC4beta/mu-opioid, DAMGO-evoked Fluo4 calcium flux; hits give low values | B-score at 10 µM | 0.39% of 300,000 active;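 active means B-score over 3 SD under the library average, no early fluorescence shift, positive overall ratio signal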
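test system = HEK293 cells with stable TRPC4beta plus mu-opioid receptor expression | detection = Fluo4 Ca2+ flux fluorescence | read-out = integrated fluorescence ratio relative to baseline, converted to per-well B score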
Platelet DG rel = platelet dense granule release activity; inhibition, %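 (compounds screened at 7.5 µM in platelet-rich plasma)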; AID 1663; human platelet-rich plasma, SFLLRN dense granule ATP release, luminescence; 0.22% of 300,000 active;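 active means mean replicate score, as percent of positive control, at or above 50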
TRPC6 inhibitor = inhibitors of mouse TRPC6 channel; AID 2553; 1.1% of 310,000 active; HEK293-TRPC6, membrane potential dye, ACh-evoked depolarization; hits give low values; B-score at 10 µM; Q61143;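 active means B-score under library mean minus 3 SD, initial fluorescence not abnormally high, positive integrated signal ratio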;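 further: B-score derived from integrated fluorescence ratio over the kinetic read; more negative B-score means stronger inhibition of depolarization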
MrgX1 PAM = allosterically activates human MrgX1 receptor signaling. 0.63% of 310,000 active. MrgX1-HEK293, Fluo-4 calcium flux, FDSS; hits give high values. B-score at 10 µM. Q96LB2;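 active means plate-corrected calcium response at least 3 library SD above typical, normal starting fluorescence, not activating the receptor alone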;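 further: compound read alongside a low EC10 to EC30 dose of BAM8-22 agonist; peak minus trough fluorescence over baseline measured at the second addition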
* = called active by the depositor; i = inactive.

SMILES	TRPC6 activator	HIF activator	RGS4 pot	MrgX1 agonist	SKKanGAS inh	RGS4 block	MrgX1 antag	TRPC4 inh	Platelet DG rel	TRPC6 inhibitor	MrgX1 PAM
CCOc1ccc(Cn2c(=O)sc3ccccc32)cc1OC	i	-1.2	i	i	-7.5	i	i	i	-0.2	i	i
CCc1cc2cccc(C)c2nc1SCC(=O)Nc1cc(C)on1	i	-0.6	i	i	-0.4	i	i	i	-9.4	i	i
COc1cc(C(=O)NCCCOC(C)C)ccc1OC1CCN(C(C)=O)CC1	i	0.4	i	i	2.6	i	i	i	-5.7	i	i
COc1ccc(CC(=O)NCc2ccc3c(c2)cc(C)n3C)cc1	i	-0.9	i	i	-3.8	i	i	i	2.1	i	i
COc1cccc(OC)c1C(=O)Nc1ccc(CN2CCCCC2)cc1	i	-2.4	i	i	5.3	i	i	i	2.3	i	i
COc1cccc2cc(C(=O)NCc3ccc(C)cc3)c(=O)oc12	i	0.2	i	i	-3.1	i	i	i	4.3	i	i
COc1ccc(C(=O)CSc2nc3ccccc3n2CC(=O)c2ccccc2)cc1	i	-0.2	i	i	0.2	i	i	i	-1.3	i	i
COCCN(C(=O)C(C)C)c1nnc(-c2cccc(C)c2)s1	i	-0.5	i	i	-0.2	i	i	i	1.9	i	i
COc1ccc(OC)c(C(C)NC(=O)c2ccco2)c1 (stereo not drawn)	i	0.7	i	i	0.2	i	i	i	-2.3	i	i
Cn1c(CC(=O)Nc2ccc(Cl)c(Cl)c2)nnc1SCC(=O)N1CCN(c2ccccc2)CC1	i	0.2	i	i	2.2	i	i	i	0.5	i	i
COc1ccc(C(=O)Nc2ccc(Cl)cc2C(=O)N2CCOCC2)cc1	i	-0.6	i	i	0.1	i	i	i	1.8	i	i
Cc1ccc(S(=O)(=O)CCC(=O)N(C)C2CCCCC2)cc1	i	-0.2	i	i	0.2	i	i	i	8.0	i	i
Cc1cc(NC(=O)Nc2cccs2)no1	i	0.5	i	i	-7.6	i	i	i	-1.2	i	i
Cc1cc2[nH]c3c(c[n+](C)c4ccccc34)c2cc1C	i	-1.9	-7.06*	i	4.9	i	i	i	7.8	i	i
COc1cccc(N2CCN(C(C)C(=O)NC34CC5CC(CC(C5)C3)C4)CC2)c1 (stereo not drawn)	i	0.5	i	i	-9.4	i	i	i	-3.6	i	i
CC(=O)CSc1nc2ccccc2s1	i	0.9	i	i	1.6	i	i	i	2.7	i	i
CCCCN(CCCNC(=O)C1CCN(C(=O)c2cc3sccc3n2C)CC1)Cc1ccccc1	i	-0.5	i	i	-12.4	i	i	i	1.4	i	i
O=C(CSc1nnnn1C1CCCCC1)N1CCCC1	i	0.1	i	i	-0.8	i	i	i	-2.5	i	i
CC(=O)Cc1nsc(NC(=O)C2Cc3ccccc3C(=O)O2)n1 (stereo not drawn)	i	-0.3	i	i	9.7	i	i	i	12.3	i	i
Cc1ccc(NC(=S)NC(=O)c2ccc(F)cc2)cc1S(=O)(=O)Nc1ccccc1Cl	i	1.7	i	i	26.3	i	i	i	-11.6	i	i
CC(C)OP(=O)(c1ccccc1)c1ccccc1	i	-0.9	i	i	10.3	i	i	i	2.0	i	i
COc1ccc(C)cc1NC(=O)CSc1nc2ccccc2nc1N1CCCCC1	i	-0.2	i	i	13.0	i	i	i	0.4	i	i
COc1ccc(NC(=O)CSCC(=O)Nc2ccc(S(=O)(=O)N3CCCC3)cc2)cc1	i	-0.2	i	i	-2.2	i	i	i	-6.3	i	i
COc1ccc([C@@H]2[C@@H]3C(=O)N(C(C)(C)C)C(=O)[C@@H]3[C@]3(Cc4ccc(Cl)cc4)C(=O)N(c4ccc(C)cc4)C(=O)N23)cc1	i	-0.1	i	i	-0.9	i	i	i	0.6	i	i
O=C(/C=C/NNC(=O)c1cccc(Br)c1)c1cccc(Br)c1	i	-0.1	i	i	8.7	i	i	i	-7.2	i	i
O=C(CSc1nncc(=O)[nH]1)NC1CCCCC1	i	0.3	i	i	-0.2	i	i	i	8.5	i	i
O=C(Cn1cnc2sc3c(c2c1=O)CCCC3)NCC(=O)Nc1c(F)cccc1F	i	1.1	i	i	-0.6	i	i	i	3.1	i	i
CCOC(=O)N1CCN(C(=O)c2oc3ccc(S(=O)(=O)N4CCCCCC4)cc3c2C)CC1	i	-0.6	i	i	-0.4	i	i	i	-0.2	i	i
COC(=O)CCCCC1SCC2NC(=O)NC21 (stereo not drawn)	i	0.1	i	i	1.6	i	i	i	-5.4	i	i
COc1ccc(S(=O)(=O)N2CCCC(C(=O)O)C2)cc1Cl (stereo not drawn)	i	0.5	i	i	17.3	i	i	i	10.4	i	i
O=C(COC(=O)C12CC3CC(CC(O)(C3)C1)C2)NCCc1ccc(Cl)cc1	i	-0.3	i	i	8.1	i	i	i	10.8	i	i
COc1ccc(C)cc1NC(=O)C1CCN(S(=O)(=O)c2cccs2)CC1	i	-0.1	i	i	6.2	i	i	i	-1.0	i	i
CCCOc1cccc(C(=O)Nc2cccc(NC(=O)c3ccco3)c2)c1	i	-1.1	i	i	2.6	i	i	i	-3.1	i	i
CCNC(=O)NC(=O)CSc1nc2ccccc2n1CCOC	i	0.3	i	i	-17.2	i	i	i	4.8	i	i
Cc1cccc(OCC(=O)N2CCc3ccccc3C2)c1	i	1.6	i	i	10.0	i	i	i	-1.8	i	i
O=C(COc1ccc(Cl)cc1Cl)NCC(=O)N/N=C/c1c[nH]c2ccccc12	i	0.0	i	i	-3.4	i	i	i	-20.1	i	i
Cn1ccnc1SCC(=O)NC1(C#N)CCCCC1	i	-0.2	i	i	-6.0	i	i	i	-9.9	i	i
Cc1ccc(NC(=O)Cn2c(=O)oc3ccccc32)cc1C	i	-0.2	i	i	3.7	i	i	i	0.2	i	i
Cc1ccc(S(=O)(=O)NCCC(=O)NC2CCN(Cc3ccccc3)CC2)cc1	i	-0.1	i	i	-3.4	i	i	i	-3.8	i	i
CCOC(=O)N/N=C/c1c(F)cccc1F	i	1.1	i	i	-2.4	i	i	i	-11.3	i	i
COCC(=O)Nc1ccc(Br)c(C)c1	i	0.9	i	i	-0.8	i	i	i	2.8	i	i
COc1ccc(C(CNC(=O)COc2ccc([N+](=O)[O-])cc2)N2CCCCC2)cc1 (stereo not drawn)	i	0.4	i	i	-0.3	i	i	i	-10.0	i	i
COc1cc(NC(=O)COc2ccccc2)c(OC)cc1NC(C)=O	i	0.1	i	i	10.7	i	i	i	-1.8	i	i
CC(C)C(O)(C(=O)NNc1ccccc1)C(C)C	i	-0.4	i	i	1.5	i	i	i	3.7	i	i
COc1ccc(/C=C/c2ccccc2)cc1[C@H]1[C@H]2C=CC[C@@H](C)[C@@H]2C(=O)N1Cc1ccccc1	i	-0.7	i	i	19.1	i	i	i	-6.6	i	i
CCC(=O)Nc1nc(N)n(-c2ccccc2)n1	i	-0.3	i	i	-4.5	i	-6.92*	i	1.0	i	i
Cc1nc(NC(=O)c2cccc(Cl)c2)sc1C(=O)N1CCCCC1	i	1.6	i	i	-21.7	i	i	i	-9.8	i	i
O=C1C(=C(O)c2ccccc2)C(=O)c2ccccc21	i	-0.6	i	i	1.9	i	i	i	-8.2	i	i
O=C(OCc1ccc([N+](=O)[O-])cc1Cl)c1cnccn1	i	0.5	i	i	6.6	i	i	i	-0.1	i	i
COc1cc(S(=O)(=O)NCc2ccc3c(c2)OCO3)ccc1Cl	i	-0.2	i	i	0.2	i	i	i	3.9	i	i
CC12CC3CC(C)(C1)CC(C(=O)NC(=S)N1CCOCC1)(C3)C2	i	0.0	i	i	-3.6	i	i	i	7.9	i	i
O=C(CCN1C(=O)C2CC=C(Cl)CC2C1=O)NC1CCCCC1 (stereo not drawn)	i	-0.3	i	i	2.4	i	i	i	-1.9	i	i
Cc1nn(CC(=O)Nc2ccc3c(c2)OCO3)c(C)c1Cl	i	0.3	i	i	6.1	i	i	i	-3.2	i	i
CCOC(=O)C1(CCOc2ccccc2)CCN(Cc2ccc(OCC)c(CO)c2)CC1	i	0.9	i	i	-2.9	i	i	i	3.1	i	i
CCCN1CN(c2ccccc2)C(=S)N(c2ccccc2)C1	i	0.1	i	i	43.8	i	i	i	0.1	i	i
Cc1ccc(N(CC(=O)NC2CCCCC2)C(=O)CNC(=O)c2cccs2)cc1	i	0.2	i	i	0.3	i	i	i	-2.9	i	i
CCOc1ccc(N=CNc2ccc(OCC)cc2)cc1	i	-20.3	i	i	-2.8	i	i	i	-4.9	i	i
Nc1ccc(-c2nc3ncccc3o2)cc1	i	1.0	i	i	-5.8	i	i	i	-2.4	i	i
CN(C)c1ccc(/C=N/NC(=O)C(O)c2ccc(Br)cc2)cc1 (stereo not drawn)	i	2.3	i	i	1.9	i	i	i	20.2	i	i
CC(=O)Nc1nc(C)nc(-c2ccccc2)c1C(C)=O	i	-2.2	i	i	0.8	i	i	i	-0.2	i	i

A draw from above in order of length of the SMILES, largest number first:
SMILES	TRPC6 activator	HIF activator	RGS4 pot	MrgX1 agonist	SKKanGAS inh	RGS4 block	MrgX1 antag	TRPC4 inh	Platelet DG rel	TRPC6 inhibitor	MrgX1 PAM
CCOC(=O)C1(CCOc2ccccc2)CCN(Cc2ccc(OCC)c(CO)c2)CC1	i	0.9	i	i	-2.9	i	i	i	3.1	i	i
CN(C)c1ccc(/C=N/NC(=O)C(O)c2ccc(Br)cc2)cc1 (stereo not drawn)	i	2.3	i	i	1.9	i	i	i	20.2	i	i
CC(=O)Nc1nc(C)nc(-c2ccccc2)c1C(C)=O	i	-2.2	i	i	0.8	i	i	i	-0.2	i	i

Other entries
SMILES	TRPC6 activator	HIF activator	RGS4 pot	MrgX1 agonist	SKKanGAS inh	RGS4 block	MrgX1 antag	TRPC4 inh	Platelet DG rel	TRPC6 inhibitor	MrgX1 PAM
Clc1ccc(Cn2cc(/C=N/n3cnnc3)c3ccccc32)cc1	i	-0.3	i	i	18.3	i	i	i	-28.1	i	i
CSc1ncc(Cl)c(C(=O)Nc2cc(C)ccc2C)n1	i	-2.3	i	i	4.4	i	i	i	1.9	i	i
COCCNC(=O)NC(=O)CSc1nc(C)c(C)c(C)n1	i	0.2	i	i	2.9	i	i	i	-2.8	i	i
CCN(CC)S(=O)(=O)c1cc(Cl)ccc1OC	i	0.0	i	i	10.8	i	i	i	14.2	i	i
NCC(=O)Nc1ccc(Br)cc1	i	-0.8	i	i	-0.6	i	i	i	2.2	i	i
COc1ccc(Cl)cc1NC(=O)CSc1nc(=O)n(CCN(C)C)c2c1CCCC2	i	-0.4	i	i	-1.8	i	i	i	0.3	i	i
